Screens deposited in PubChem by National Center for Advancing Translational Sciences (NCATS).
TrxR1 inh – blocks rat thioredoxin reductase 1 | AID 588453 | O89049 | 1% of 390,000 active | recombinant rTrxR1, NADPH fluorescence consumption, selenite substrate | Potency, µM (highest dose often 114 µM), inactives show at the top dose activity change, negative = inhibition, usual class: inhibitors; further: potency means the concentration at half of the fitted maximal effect; on the % scale 0 is the no-effect control and ±100 the full control effect; nearly all actives have a fitted effect of over 65% in size
Target sequence (O89049 whole entry, looked up): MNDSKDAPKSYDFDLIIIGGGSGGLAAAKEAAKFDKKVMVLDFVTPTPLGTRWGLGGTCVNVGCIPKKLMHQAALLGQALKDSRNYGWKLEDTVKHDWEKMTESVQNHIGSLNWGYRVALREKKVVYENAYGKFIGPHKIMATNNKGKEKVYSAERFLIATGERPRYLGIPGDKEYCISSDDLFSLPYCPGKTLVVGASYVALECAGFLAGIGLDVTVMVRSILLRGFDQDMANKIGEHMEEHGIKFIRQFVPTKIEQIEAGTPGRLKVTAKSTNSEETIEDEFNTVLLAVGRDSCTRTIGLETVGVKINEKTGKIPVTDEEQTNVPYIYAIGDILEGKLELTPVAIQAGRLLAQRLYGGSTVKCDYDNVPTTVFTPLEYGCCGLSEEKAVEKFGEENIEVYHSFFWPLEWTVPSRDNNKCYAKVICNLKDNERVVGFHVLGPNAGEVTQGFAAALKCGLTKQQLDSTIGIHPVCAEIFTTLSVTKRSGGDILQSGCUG
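Rat TrxR1 (90 nM in the dispensed reagent) was pre-reduced with 400 uM NADPH for 5 min at room temperature, then incubated with compound for 15 min. After 400 uM selenite was added, NADPH fluorescence (Ex 340/Em 450 nm) was followed for 8 min.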
USP1 inh – USP1/UAF1 (human) deubiquitinase inhibition. recombinant USP1/UAF1, Ub-Rhodamine cleavage fluorescence. Potency, µM (series often up to 57.1 µM), for inactives: at the top dose activity change, negative = inhibition, usual class: inhibitors. 0.23% of 390,000 active; further: potency means the concentration at half of the fitted maximal effect; on the % scale 0 is the no-effect control and ±100 the full control effect; nearly all actives have a fitted effect of over 60% in size; inactives centre near -12
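USP1/UAF1 complex (1 nM) preincubated 15 min at room temperature with compound, then Ub-Rho substrate (150 nM final) added. Kinetic fluorescence at 480/540 nm over 6 reads at 60 s intervals; 50 mM HEPES pH 7.8, 0.5 mM EDTA, 0.1 mg/ml BSA, 1 mM TCEP, 0.01% Tween-20.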
TRHR enhancer – TRH receptor (human) allosteric enhancement; TRHR cells, fluo-8 calcium fluorescence, EC20 TRH enhancement; enhancement, % at 2 µM; 0.66% of 360,000 active; AID 493056; in the data active means enhancement above about 30%; further: 0% is about no effect
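Enhancer read-out: after compound pinning and an initial kinetic agonist-mode read, an EC20 of TRH (10 nM final) was injected and fluo-8 calcium signal (Ex 480/Em 530) followed at 1 s/cycle for 100 cycles in TRHR-expressing cells.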
Pin1 inhibitor – blocks the human prolyl isomerase Pin1; Q13526; Pin1 FP peptide displacement, HiFluor488, 10 min; Potency, µM (highest dose often 115 µM), inactives show at the highest dose activity, negative = inhibition, usual class: inhibitors; 0.009% of 390,000 active; active means well fitted inhibition curve with a large enough effect in the polarisation, with a control signal flat, not every such curve was filed as active; inconclusive means small, poorly fitted or top-dose-only effect, or effect the other way, or a change in a side signal; inactive means no such curve, though single readings can be large or run the other way; the % refers to the polarisation; further: potency means the concentration at half of the fitted maximal effect; on the % scale 0 is the no-effect control and ±100 the full control effect
Target sequence (Q13526 whole entry, looked up): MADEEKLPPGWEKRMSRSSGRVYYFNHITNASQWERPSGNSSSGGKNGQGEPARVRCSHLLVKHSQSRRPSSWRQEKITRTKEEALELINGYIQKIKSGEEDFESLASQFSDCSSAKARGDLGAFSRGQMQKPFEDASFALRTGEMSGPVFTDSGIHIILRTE
D2 agonist – activates the human D2 dopamine receptor | P14416 | HEK293 T-REx D2 cells, calcium flux agonist mode | activation, % at 2 µM | 0.53% of 340,000 active | AID 485358;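 active means activation over 3 SD above normal in the single-dose calcium agonist read, cut at about 30% in these data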; further: 0% is about no effect
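In this primary screen, compounds producing a positive calcium signal within 180 s of addition to tetracycline-induced, force-coupled HEK293 Trex D2 cells are flagged; cells are dye-loaded with a no-wash calcium kit beforehand.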
TrxR1 substrate – is turned over as a substrate by rat TrxR1; O89049; purified TrxR1 substrate turnover, NADPH consumption readout; Potency, µM (highest dose often 114 µM), for inactives: at the highest dose activity change, negative = substrate turnover; 0.01% of 390,000 active; AID 588456; further: potency means the concentration at half of the fitted maximal effect; on the % scale 0 is the no-effect control and ±100 the full control effect; nearly all actives have a fitted effect of over 50% in size
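Rat TrxR1, dispensed at 90 nM, was prereduced with 400 uM NADPH (final) for 5 min at ~22 deg C, then incubated with compound 15 min before 400 uM selenite. A first-read NADPH fluorescence drop versus no-compound background flagged substrates.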
D2 antagonist – antagonists of human D2 dopamine receptor; P14416; HEK293 TREx D2 cells, calcium flux, dopamine EC80; inhibition, % at 10 µM; 2% of 340,000 active; AID 485344; in the data active means inhibition above about 30%; further: 0% is about no effect
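Dopamine at EC80 is the agonist stimulus; test compounds precede it by 180 s. Calcium flux read kinetically in a force-coupled, inducible HEK293 T-REx D2 cell line.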
TRHR agonist – TRH receptor (human) agonism. P34981. TRHR cells, calcium flux fluo-8, FDSS agonist mode. activation, % at 2 µM. 0.18% of 360,000 active; in the data active means activation above about 30%; further: 0% is about no effect
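Steps: seed TRHR cells overnight; add fluo-8 no-wash Ca dye, RT 30 min–1.5 h; record 10 s baseline; pin-transfer compounds; monitor fluorescence 1 cycle/s for the agonist window. Calcium increases flag candidate agonists.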
mIDH1 inhibitor – blocks human mutant IDH1 R132H enzyme. IDH1-R132H enzyme, NADPH consumption, diaphorase/resazurin fluorescence. 0.093% of 390,000 active. O75874. Potency, µM (highest dose often 76.6 µM), for inactives: top-dose activity change, negative = inhibition, usual class: inhibitors; further: potency means the concentration at half of the fitted maximal effect; on the % scale 0 is the no-effect control and ±100 the full control effect; nearly all actives have a fitted effect of over 65% in size
Target sequence (O75874 whole entry R132H, stated change not applied): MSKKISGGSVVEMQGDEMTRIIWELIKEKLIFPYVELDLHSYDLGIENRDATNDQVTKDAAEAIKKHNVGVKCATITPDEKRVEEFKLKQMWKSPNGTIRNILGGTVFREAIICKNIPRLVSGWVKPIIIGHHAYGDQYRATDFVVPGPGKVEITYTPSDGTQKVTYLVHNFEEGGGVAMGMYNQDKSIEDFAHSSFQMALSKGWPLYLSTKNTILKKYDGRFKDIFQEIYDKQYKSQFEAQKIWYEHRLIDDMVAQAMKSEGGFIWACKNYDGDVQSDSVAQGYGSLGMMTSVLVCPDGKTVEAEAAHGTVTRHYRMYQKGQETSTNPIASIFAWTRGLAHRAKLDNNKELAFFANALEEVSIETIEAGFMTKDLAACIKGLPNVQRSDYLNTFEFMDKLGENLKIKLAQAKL
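IDH1-R132H (0.5 ug/mL dispensed) in pH 7.5 Tris buffer was preincubated 30 min with compound, then given a substrate mix of 0.016 mM NADPH and 2 mM alpha-KG for 80 min at room temperature; remaining NADPH was read by diaphorase/resazurin fluorescence.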
The depositor's hits bear a star; u = inconclusive; x = no result given; & = joins results of further samples; [ ] = dose if it differs, or a comment. Unless noted, the call rests on the fitted dose curve; in most records, active means well fitted inhibition curve with a large enough effect; inconclusive means small, poorly fitted or top-dose-only effect; inactive means no such curve, though single readings can be large or run the other way.

SMILES | TrxR1 substrate | D2 agonist | mIDH1 inhibitor | TRHR agonist | TRHR enhancer | Pin1 inhibitor | D2 antagonist | TrxR1 inh | USP1 inh
C[C@H](NC(=O)C1(c2ccccc2)CCN(C(=O)OC(C)(C)C)CC1)C(=O)N[C@@H](C(=O)O)c1ccccc1 | 10% | -0.7 | 20% | 0.1 | -3 | -10% | 17 | 17% | -2%
Cc1ccc2oc(-c3ccccc3)c(C(=O)O)c(=O)c2c1 | 3% | 0.0 | 6% | -0.3 | -10 | u | 18 | 9% | -24%
NS(=O)(=O)c1ccc(N/N=C/c2ccccc2Br)cc1 | -5% | 1.2 | 20% | -0.1 | -1 | 3% | -2 | 1%[57.1 µM] | -20%
COC(=O)C(NC(=O)CSc1nc(N)cc(=O)[nH]1)c1ccccc1 (stereo not given) | -3% | 0.7 | 2% | 0.3 | -1 | -2% | -9 | -9% | -13%
COC(=O)C1=C[C@@H](C(=O)OC)[C@@H]2C3=C(C(=O)[C@@]2(C)NC(=O)c2ccccc2)[C@H](c2ccccc2)[C@@H]2C(=O)NC(=O)[C@@H]2[C@@H]3C1 | 0%&-2% | x | 17% | x | x | -8%&-13% | x | 9%&3% | -26%
CCOc1ccccc1N/C(=C(/C(Cl)=C(Cl)Cl)[N+](=O)[O-])n1cncn1 | -14% | -0.5 | 5% | -0.1 | -2 | -2% | 3 | 22µM* | -9%
CCOC(=O)N1CCC(N2CCCC(C(=O)c3cc(F)ccc3OC)C2)CC1 (stereo not given) | 2% | 7.0 | -10% | 1.9 | 8 | 5% | -7 | 10% | -5%
O=C(COC(=O)c1cc(S(=O)(=O)N2CCOCC2)ccc1F)NCc1ccc2c(c1)OCO2 | -3%[57.1 µM] | x | 7% | x | x | -2% | x | 5%[2.29 µM] | -21%
Cc1nnc(NCCc2ccccc2)n(N)c1=O | 12%[57.1 µM] | x | 10% | -0.2 | 4 | 4% | x | 21%[57.1 µM] | -8%
O=C1CCCCC1C(Nc1ccc(Cl)cc1)c1ccccc1 (stereo not given) | 1% | 0.5 | 7% | -0.4 | 19 | 5% | 0 | 8% | -22%
CC(=O)c1cccc(NC(=O)C2CCN(C(=O)c3cnn(-c4ccccc4)c3-n3cccc3)CC2)c1 | 1% | 1.2 | 18% | 0.2 | -4 | 6% | x | -4% | -14%
CC(=O)Oc1ccc(/C=C2/Oc3ccccc3C2=O)cc1 | 1%[57.1 µM] | 3.3 | 2% | 2.5 | -7 | -2% | -14 | 4%[57.1 µM] | -16%
O=S1(=O)CC(N2CCCCC2)C(N2CCCCC2)C1 (stereo not given) | -5% | -0.4 | 2% | -0.3 | -2 | 2% | 3 | -3% | -13%
O=C(CSc1cn(CC(=O)N2CCCCC2)c2ccccc12)NCc1ccccc1 | -9% | 0.8 | -19% | 0.1 | -4 | 7% | x | 6% | 9%
O=S(=O)(Nc1ccc(OC(F)(F)F)cc1)c1ccc(N2CCCCS2(=O)=O)cc1 | 0%[57.1 µM] | 1.8 | -11% | 2.4 | 10 | -3% | x | 11%[57.1 µM] | -20%

Pulled one by one from above:
SMILES | TrxR1 substrate | D2 agonist | mIDH1 inhibitor | TRHR agonist | TRHR enhancer | Pin1 inhibitor | D2 antagonist | TrxR1 inh | USP1 inh
O=C(CSc1cn(CC(=O)N2CCCCC2)c2ccccc12)NCc1ccccc1 | -9% | 0.8 | -19% | 0.1 | -4 | 7% | x | 6% | 9%
CC(=O)Oc1ccc(/C=C2/Oc3ccccc3C2=O)cc1 | 1%[57.1 µM] | 3.3 | 2% | 2.5 | -7 | -2% | -14 | 4%[57.1 µM] | -16%

More results:
SMILES | TrxR1 substrate | D2 agonist | mIDH1 inhibitor | TRHR agonist | TRHR enhancer | Pin1 inhibitor | D2 antagonist | TrxR1 inh | USP1 inh
COc1ccc(OC)c(NC(=O)CCc2nnc3ccc(NCc4ccco4)nn23)c1 | -2% | 9.5 | 6% | 0.1 | 1 | -7% | 10 | 15% | -6%
CCCN(CC(=O)Nc1ccccc1OC)C(=O)c1ccc(=O)[nH]c1 | -1% | x | 8% | -0.1 | -6 | 0% | x | 16% | -15%
CC(=NNc1nc2ccccc2s1)c1ccncn1 | 1% | x | 7% | x | x | -8% | x | 10% | -5%
COc1ccc(-c2cc(C(=O)Nc3cc(C)ccc3O)no2)cc1OC | -5% | 0.0 | 7% | 0.5 | 0 | 3% | x | 3% | u
O=C(COC(=O)COc1ccccc1)Nc1ccc(Cl)cn1 | 2% | 0.6 | -2% | -0.8 | 6 | -5% | -11 | 9% | -24%
COC(=O)c1[nH]c2ccc(C)cc2c1NC(=O)CN1CCN(c2ccccc2)CC1 | 6%[57.1 µM] | 18 | -10% | 0.0 | 0 | 0% | -18 | 2%[57.1 µM] | -7%
CCOc1ccccc1N1CCN(C(=O)c2cccs2)CC1 | 15% | -0.7 | -10% | -1.5 | -1 | -4% | 1 | 44%[activator] | -29%
Cc1ccc(C)c(N2CCN(CCCNc3ncnc4onc(-c5ccc(Cl)cc5)c34)CC2)c1 | 1% | 0.0 | 26% | -0.2 | 5 | 4% | x | 19% | -23%
CCCOc1ccc(-c2nn(-c3ccccc3)cc2/C=C2\SC(=S)N(C3CCS(=O)(=O)C3)C2=O)cc1 (stereo not given) | 7%[57.1 µM] | -1.4 | 1% | -0.2 | -5 | -1% | -5 | -54%[57.1 µM] | u
COc1cc2c(cc1NC(=O)c1cccc(S(=O)(=O)N(C)C)c1)oc1ccccc12 | 1% | 8.4 | -4% | 0.6 | 7 | 8% | -2 | -8% | -1%
O=C(CCNc1ccc(Cl)c(C(F)(F)F)c1)c1ccco1 | -7% | 1.3 | 7% | -0.8 | -4 | 5% | -23 | u | -24%
CNS(=O)(=O)c1cccc(C(=O)OCC(=O)NCc2ccccc2)c1 | -4% | 0.4 | 9% | -0.3 | 7 | 1% | -3 | 7% | -11%
c1ccc2c(c1)C(=NC1CCCCC1)NC2=NC1CCCCC1 | 13% | 0.4 | 4% | 0.0 | 7 | -4% | 18 | 15% | 0%
Cc1ccc(-c2csc(NC(=O)C[n+]3cc(-c4ccc(C)cc4)n4c3CCC4)n2)cc1 | 9%[57.1 µM] | -0.8 | 1% | 0.2 | 1 | -2% | -19 | 2%[57.1 µM] | -13%
COc1ccc(N2CCN(C(=O)CN(C)S(=O)(=O)c3ccc4c(c3)c(=O)n(C)c(=O)n4C)CC2)cc1 | 3%[57.1 µM] | -0.5 | -10% | -0.4 | -2 | 2% | -1 | 17%[57.1 µM] | 2%
O=C(NC1CCCCC1)c1cccnc1Sc1ccccc1 | -4%[57.1 µM] | 1.3 | -1% | -0.6 | 1 | 1% | 0 | -2%[57.1 µM] | -4%
OCCC1CN(CCCc2ccccc2)CCN1Cc1ccc(F)cc1 (stereo not given) | 1%[57.1 µM] | 1.0 | 4% | 0.4 | -3 | 11% | 29 | 23%[57.1 µM] | -1%
CC(C)NC(=O)CSc1nc2ccccc2n1-c1ccccc1 | -7% | -0.9 | 5% | -0.4 | -4 | 8% | -9 | -3% | -13%
CC1CCCN(C(=O)CSc2nnc(-c3cccnc3)n2C2CCCCC2)C1 (stereo not given) | -2% | -0.6 | 6% | 0.1 | 3 | -1% | -1 | 7% | -5%
CS(=O)(=O)c1ccccc1C(=O)Nc1cccc2ncccc12 | 1% | 0.6 | -10% | 1.1 | -6 | -28% | -19 | 10% | u
CC(=O)N(C)c1ccc(NC(=O)Cc2cccc3ccccc23)cc1 | -5% | x | 3% | x | x | 4% | x | 12%[57.1 µM] | 4%
CCOC(=O)c1ccc(-n2c(CCC(=O)O)ccc2-c2ccccc2)cc1 | 5% | 1.1 | -10%&-19% | 0.6&1.0 | 11&-12 | -2%&-3% | x | -31% | u
Cc1ccccc1OCC(=O)Nc1ccc2c(c1)n(C)c(=O)n2C | 4% | 0.7 | -6% | 0.1 | -3 | -1% | 17 | 18% | -20%
COc1ccc(C(=O)Nc2ccc(S(=O)(=O)Nc3cnc4ccccc4n3)cc2)cc1 | 11%[57.1 µM] | 1.3 | 0% | 0.2 | 2 | -4% | -8 | 7%[57.1 µM] | -2%
Cc1cccc(NC(=O)c2cc(-c3ccco3)nc3ccccc23)n1 | 109%[activator] | -0.5 | 4% | 0.1 | 0 | u | -16 | u | -18%
COCC(C)n1c(C)cc(C(=O)COC(=O)C2=NN(c3ccccc3)C(=O)CC2)c1C (stereo not given) | x | -0.2 | x | -0.8 | -1 | x | 2 | x | x
O=C(CN1C(=O)NC(Cc2c[nH]c3ccccc23)C1=O)Nc1cccc(S(=O)(=O)N2CCOCC2)c1 (stereo not given) | -1% | 0.7 | -2% | 0.9 | 1 | -4% | 8 | 12% | -20%
CCN(CC)CCCN(Cc1cc2cc3c(cc2[nH]c1=O)OCCO3)C(=O)Nc1ccccc1 | 23% | -0.2 | 14% | 0.4 | -1 | 0% | -1 | -14% | 2%
N#CCN1CCCC(C(N)=O)C1 (stereo not given) | -1% | 0.2 | 0% | 0.4 | -8 | 6% | -7 | 2% | -20%
COCCNC(=O)c1c(N)sc2c1CCCC2 | x | -2.2 | x | 0.5 | 0 | x | 8 | x | x
O=C(O)C1Oc2cc3ccccc3cc2O1 | 1% | -0.3 | 2% | 0.7 | 2 | u | -7 | -2% | -22%
C=CSc1sc(Cl)c(N(CC)CC)c1[N+](=O)[O-] | 9% | 0.3 | 1% | 0.1 | 2 | -13% | 8 | 7%[57.1 µM] | -21%
COc1ccc(C(CNC(=O)c2cc3ccccc3o2)N2CCCCC2)cc1 (stereo not given) | 5%[57.1 µM] | -0.2 | 3% | -0.2 | -3 | 0% | 67* | 15%[57.1 µM] | 3%
CCN(CC)CCn1c(N)cc(=O)[nH]c1=O | -3% | 2.5 | -12% | 0.8 | -5 | -3% | -17 | -23% | -3%

An excerpt (hit frequency here may not be typical).
